# Assay outcomes as filed in PubChem BioAssay.
# MBNL1-CUG inh = qHTS Assay for Inhibitors of MBNL1-poly(CUG) RNA binding | Muscleblind-like protein 1 (Homo sapiens), Q9NR56 | TR-FRET MBNL1-His/biotin-(CUG)12 binding, 665/545 ratio | Potency, µM (series often up to 57.5 µM), for inactives: at the highest dose activity change, negative = inhibition, most hits filed as inhibitors | 280,000 compounds, 0.036% hits; active = well fitted inhibition curve with a large enough effect in the signal ratio, with a control signal flat, not every such curve was filed as active; inconclusive = small, poorly fitted or top-dose-only effect, or effect the other way, or a change in a side signal; inactive = no such curve, though single readings can be large or run the other way; the % refers to the signal ratio; note: potency is the fitted concentration of half-maximal effect; % is set by controls: 0 for no effect and ±100 for the full control effect
# Target sequence (Q9NR56 whole entry, looked up): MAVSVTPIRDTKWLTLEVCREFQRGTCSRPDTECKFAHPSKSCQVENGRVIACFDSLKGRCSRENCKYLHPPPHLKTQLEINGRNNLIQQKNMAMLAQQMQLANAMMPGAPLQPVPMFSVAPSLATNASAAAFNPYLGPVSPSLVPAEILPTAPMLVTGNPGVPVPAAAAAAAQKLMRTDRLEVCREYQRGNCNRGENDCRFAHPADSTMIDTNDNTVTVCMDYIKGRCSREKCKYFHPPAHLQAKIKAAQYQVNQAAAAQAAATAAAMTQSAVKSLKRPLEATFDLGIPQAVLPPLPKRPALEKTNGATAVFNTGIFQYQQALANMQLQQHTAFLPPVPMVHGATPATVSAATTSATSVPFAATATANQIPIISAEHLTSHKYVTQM
#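 TR-FRET between His-tagged MBNL1 and biotin-(CUG)12 RNA, detected with Tb anti-His antibody (0.055 ng/ul) and streptavidin-XL665 (5 nM), 60 min at room temperature. Compounds titrated 92 nM to 58 uM; 665/545 nm ratio normalized to buffer and complex controls.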
# MLL CXXC-DNA inh = qHTS Fluorescence Polarization Assay for Inhibitors of MLL CXXC domain - DNA interaction. 290,000 compounds, 0.037% hits. Histone-lysine N-methyltransferase 2A (Homo sapiens), Q03164. Potency, µM (top dose mostly 115 µM), for the others: top-dose activity change, negative = inhibition, usual class: inhibitors. MLL-CXXC / FITC-HOXA9 DNA fluorescence polarization; active = well fitted inhibition curve with a large enough effect in the polarisation, with a control signal flat, not every such curve was filed as active; inconclusive = small, poorly fitted or top-dose-only effect, or effect the other way, or a change in a side signal; inactive = no such curve, though single readings can be large or run the other way; the % refers to the polarisation; note: potency is the fitted concentration of half-maximal effect
#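 Fluorescence polarization: 7 uM MLL-CXXC (stock) preincubated 5 min with compounds, then 50 nM fluorescein-HOX-A9 DNA (stock) added; 30 min ambient. Buffer 50 mM Tris-HCl pH 7.5, 50 mM NaCl, 1 mM DTT, 0.05% BSA.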
# TCR activator = Activators of T cell receptors: qHTS campaign; primary human leukocytes, anti-CD3, IL-2 HTRF, 48 h; Potency, µM (series often up to 9.22 µM), for the others: at the top dose activation of IL-2 secretion, actives largely listed as activators; 330,000 tested, under 10 active; AID 504894, 2011; note: % of control where 0% means no effect
#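 IL-2 produced over 48 hr by a-CD3 bead-stimulated primary human leukocytes exposed to compounds was detected with a homogeneous time-resolved FRET immunoassay, 665nm acceptor signal after 320nm excitation.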
# TSHR antag = Antagonists of the Thyroid Stimulating Hormone Receptor: HTS campaign; activity change, negative = inhibition, % at 11.5 µM; 330,000 compounds, 0.2% hits; TSHR-expressing cells, TSH-stimulated cAMP HTRF, 2 h; active compounds read low;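 active = activity change below a set negative limit, meaning inhibition stronger than a set level, cut at about -70% in these data; inconclusive = activity change between two set negative limits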; note: % is set by controls: 0 for no effect and ±100 for the full control effect
#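 Competitive HTRF cAMP read-out (cryptate anti-cAMP antibody, cAMP-d2; 30 min, room temperature) in freshly harvested TSHR cells. Compounds added before TSH at EC80 (4nM final), followed by 2 hours' incubation at 37 deg C.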
# TSG101-PTAP inh = qHTS Assay for Iinhibitors of HIV-1 Budding by Blocking the Interaction of PTAP/TSG101 | Tumor susceptibility gene 101 protein (Homo sapiens), Q99816 | Fluorescence polarization, FITC-PTAP peptide / Tsg101 binding | Potency, µM (series often up to 115 µM), without a hit: at the top dose activity change, negative = inhibition, hits mostly inhibitors | 340,000 tested, under 10 active | AID 493005, 2010; active = well fitted inhibition curve with a large enough effect in the main read-out, with a control signal flat, not every such curve was filed as active; inconclusive = small, poorly fitted or top-dose-only effect, or effect the other way, or a change in a side signal; inactive = no such curve, though single readings can be large or run the other way; note: potency is the fitted concentration of half-maximal effect; % of control where 0% means no effect
# Target sequence (Q99816 whole entry, looked up): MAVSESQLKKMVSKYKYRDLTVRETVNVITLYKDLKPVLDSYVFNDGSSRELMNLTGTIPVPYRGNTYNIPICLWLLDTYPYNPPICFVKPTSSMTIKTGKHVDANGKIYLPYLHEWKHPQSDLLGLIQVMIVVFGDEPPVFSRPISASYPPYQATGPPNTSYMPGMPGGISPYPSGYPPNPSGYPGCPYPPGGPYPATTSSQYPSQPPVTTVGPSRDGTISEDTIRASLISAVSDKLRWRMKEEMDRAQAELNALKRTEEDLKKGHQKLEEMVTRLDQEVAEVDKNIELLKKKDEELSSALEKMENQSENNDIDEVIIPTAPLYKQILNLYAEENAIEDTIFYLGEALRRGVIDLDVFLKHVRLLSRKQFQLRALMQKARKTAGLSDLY
#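 Steps: Tsg101 binding domain dispensed (10 uM final), compounds pinned in DMSO, FITC-labeled PTAP-motif peptide added (50 nM final); after 20 min binding at room temperature, polarization measured.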
# Mito fusion act = qHTS Assay for Small Molecule Inhibitors of Mitochondrial Division or Activators of Mitochondrial Fusion. S. cerevisiae fusion-defective mutant growth rescue, CellTiterGlo 48 h. Potency, µM (doses to about 46.1 µM), for inactives: at the highest dose growth rescue (activation), usual class: activators. 320,000 compounds, 0.23% hits;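 note: potency is the fitted concentration of half-maximal effect; % of control where 0% means no effect; nearly all actives have a fitted effect of over 45% in size; temperature-sensitive fusion mutants such as fzo1-1 at 37 °C on non-fermentable ethanol glycerol medium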
#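 Temperature-sensitive fusion-defective S. cerevisiae (e.g. fzo1-1, mgm1-5) were grown with compound in YPEG medium (3% ethanol, 3% glycerol) for 48 hours at 37C. Growth rescue was measured as viability by CellTiterGlo luminescence after 10 minutes at ambient.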
# a7 integrin act = qHTS for Activators of Integrin-Mediated Alleviation for Muscular Dystrophy; alpha7betagal myoblasts, beta-gal FDG fluorescence, 48 h; Potency, µM (titrated, usually from 38.3 µM), for inactives: at the highest dose activation, usual class: activators; AID 624291, 2012; 350,000 compounds, 0.064% hits;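 note: potency is the fitted concentration of half-maximal effect; 100% = response of the positive control SU9516; nearly all actives have a fitted effect of over 60% in size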
#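 Alpha7betagal+/- myoblasts (passage 13) were plated 16-24 hr, then exposed to compounds (1:260 dilution of DMSO stock) for 48 hours at 37C. After MPER lysis, β-galactosidase reporter activity was read as FDG fluorescence (ex 480/em 540) after 30 minutes.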
# ASM inhibitor = Inhibitors of Secretory Acid Sphingomyelinase (S-ASM): qHTS. placental ASM, HMU-PC fluorogenic substrate, 60 min. Potency, µM (highest dose often 57.5 µM), inactives show at the top dose activity change, negative = inhibition, actives largely listed as inhibitors. 340,000 compounds, 0.006% hits. AID 504937, 2011; note: potency is the fitted concentration of half-maximal effect
#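 Human placenta-derived ASM preincubated with compound 10 min at room temperature, then reacted with 9 uM (final) fluorogenic HMU-PC substrate for 60 min at 37 C. Stop solution raises pH to 10; fluorescence read at Ex 386/Em 447 nm.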
# Menin-MLL TR inh = qHTS Assay for Inhibitors Targeting the Menin-MLL Interaction in MLL Related Leukemias: Competition With Texas Red Labeled MLL-derived Mutant Peptide | 270,000 compounds, 0.23% hits | O00255 | Potency, µM (highest dose often 61.6 µM), for inactives: top-dose FP activity change, negative = inhibition, most hits filed as inhibitors | Menin + Texas Red MLL mutant peptide, fluorescence polarization; active = well fitted inhibition curve with a large enough effect in the polarisation, with a control signal flat, not every such curve was filed as active; inconclusive = small, poorly fitted or top-dose-only effect, or effect the other way, or a change in a side signal; inactive = no such curve, though single readings can be large or run the other way; the % refers to the polarisation; note: potency is the fitted concentration of half-maximal effect; % of control where 0% means no effect; many of its hits are not listed in these tables
# AT treatment = qHTS Assay for Identifying a Potential Treatment of Ataxia-Telangiectasia; […] A-T fibroblasts, KAP-1 phosphorylation AlphaLISA; neocarzinostatin DNA damage 30 min before lysis; Potency, µM (highest dose often 57.5 µM), for the others: at the top dose activation, actives largely listed as activators; 320,000 compounds, 0.19% hits; note: potency is the fitted concentration of half-maximal effect; % of control where 0% means no effect; nearly all actives have a fitted effect of over 45% in size
#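 hTERT-immortalized A-T patient fibroblasts ([…]), 500 cells/well in OPTI-MEM, 1% FBS, got compounds for 60 min, then NCS for 30 min at 37C. Lysates were then assayed for phospho-KAP-1 by AlphaLISA (anti-pKAP1 donor, anti-KAP1 acceptor beads), 6 hr at 25C.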
# * marks the source's active call; other numbers are inactive results; ? = inconclusive; . = not tested or not shown; & = joins results of further samples; [ ] = remark or other dose. Unless noted, calls come from the whole dose curve; as a rule, active = well fitted curve in the direction sought with a large enough effect; inconclusive = small, poorly fitted or top-dose-only effect, or another doubt; inactive = no such curve, though single readings can be large; an effect the other way counts as inactive or inconclusive. Some of the compounds tested; rates above refer to the full screens.
structure,AT treatment,TCR activator,ASM inhibitor,MLL CXXC-DNA inh,TSG101-PTAP inh,Mito fusion act,Menin-MLL TR inh,MBNL1-CUG inh,TSHR antag,a7 integrin act
Cc1onc(-c2ccccc2)c1C(=O)N/N=C/c1ccc([N+](=O)[O-])c(O)c1,11%,2%,-3%,17%,-8%,1%,.,?,19,?
Brc1ccc(-n2c(SCc3nc4ccccc4[nH]3)nnc2-c2ccncc2)cc1,-2%,2%[46.1 µM],7%,4%,-2%,0%,1%,?,-7,2%
O=C(CC1C(=O)NCCN1C(=O)c1ccccc1)Nc1cc(Cl)ccc1Cl (stereo not drawn),7%,2%,4%,-7%,.,1%,.,-1%,5,14%
O=C(COC(=O)c1c(Cl)cccc1Cl)Nc1ccccc1Br,10%,-2%[46.1 µM],-4%,8%,-12%,?,-5%,18%,-3,-2%
O=C(O)c1cc(N2CCOCC2)nc2ccccc12,11%,1%,185%[activator],7%,-2%,2%,1%,5%,9,3%
Cc1cc(NS(=O)(=O)c2cc(Cl)sc2Cl)no1,-7%,0%,-2%,3%,-2%,18%,4%,-5%,-4,2%
Cc1ccccc1OCCn1cc(C(=O)C(=O)N2CCOCC2)c2ccccc21,2%,0%,-4%,-15%,-1%,0%,-13%,-2%,-11,-30%
O=C(Nc1ccccc1)c1sc(Cl)nc1-c1ccccc1,-9%,-5%[46.1 µM],-5%,0%,-2%,25%,-5%,469%[activator],-4,-31%
CC(=O)Nc1ccc(C2=NNC(=NCC3CCCO3)SC2)cc1 (stereo not drawn),4%,2%[46.1 µM],-3%,10%,-3%,-4%,8%,29%,-6,22%
CC(C)CCN1C(=O)c2ccc(C(=O)Nc3ccc(Br)cc3C(=O)O)cc2C1=O,2%,.,16%,?,-12%,-6%,?,?,-36,71%
CCN(CC)c1nc2c(c(=O)n(C)c(=O)n2C)n1CC(=O)c1ccccc1,-8%,3%,-5%,1%,-4%,-1%,.,-14%,11,-1%
CC(C)C(=O)NC(c1ccccc1)c1cc([N+](=O)[O-])c2cccnc2c1O (stereo not drawn),-7%,-3%[46.1 µM],-3%,6%,0%,0%,30%[activator],11%,-15,9%
CCOc1ccc(NC(=O)CCn2c(=O)[nH]c3ccsc3c2=O)cc1,.,7%,-3%,16%,0%,-1%,4%,-8%,-1,-4%
CC(=O)Oc1ccccc1C(=O)O,.,3%,2%,-4%,3%,-9%,2%&10%,.,1,.
Cc1nn2c(nc1=O)NNC2(C)C(C)(C)C (stereo not drawn),1%,1%,0%,2%,-3%,-5%,-7%,15%,7,-6%
Cc1ccc2[nH]c(C)c(/C=N/Nc3nc4ccccc4s3)c2c1,22%,-2%,-23%,10%,0%,-28%,?,4%,-1,-50%
CC1CCN(CCOc2ccc(OCc3ccccc3)cc2)CC1,-6%,-7%[46.1 µM],5%,5%,-6%,-1%,2%,-2%,15,-51%[inhibitor]
Cc1cccc(NC(=O)Cn2cnc3c(oc4nc5c(cc43)COC(C)(C)C5)c2=O)c1,-1%,0%[46.1 µM],3%,5%,-1%,-3%,?,35%[activator],8,16%
O=C(c1cc(COc2ccc3ncccc3c2)on1)N1CCCC1,8%,-17%,.,-9%,0%,0%,.,18%,-32,-36%
CCC(C(=O)NC(C)(C)C)N(Cc1ccccc1Cl)C(=O)c1snc(C(N)=O)c1N (stereo not drawn),-5%,-2%,256%[activator],-8%,-2%,3%,-3%,-4%,3,-15%
COc1ccc(CN2CCC3CC2c2cc(Cl)ccc23)cc1 (stereo not drawn),.,10%,0%,.,-4%,.,.,.,.,-12%
CCCOc1ccccc1C(=O)Nc1ccc(S(=O)(=O)N2CCN(C)CC2)cc1,0%,6%,2%,-2%,-3%,-2%,2%,-7%,2,11%
COc1ccc(-c2nnn(CC(=O)N(Cc3ccc(F)cc3)C(C(=O)NC3CCCC3)c3ccc(F)cc3)n2)cc1 (stereo not drawn),.,-8%,-3%,.,-3%,.,.,.,.,29%
COC(=O)c1c(NC(=O)/C=C/c2ccco2)sc2c1CCC2,0%,1%[46.1 µM],1%,19%,6%,-1%,8%,-6%,-14,2%
Cc1ccc2ccccc2c1NC(=O)Cn1nnc(-c2cccnc2)n1,0%,-1%,1%,19%,-6%,6%,?,-5%,0,-5%
C/C(CC1CC(C)(C)OC1=O)=N\NC(N)=S (stereo not drawn),12%,-2%,2%,-22%,-1%,0%,.,-11%,-1,6%
O=C(Cc1cccs1)Nc1ccc(S(=O)(=O)N2CCCCC2)cc1,10%,-5%,-2%,-4%,-2%,14%,14%,1%,43,-25%
C/C(=N\NC(=O)c1ccncc1)c1cc2ccccc2o1,2%,-8%,4%,-13%,-2%,-1%,-5%,?,-1,?
Cn1c(N)c(C(=O)COC(=O)COc2cc(Cl)c(Cl)cc2Cl)c(=O)n(C)c1=O,17%,-7%[46.1 µM],?,.,-4%,.,.,.,8,22%
CN(C)c1ccc(C(=O)NCc2ccc3c(c2)OCO3)cc1,3%,-7%,-1%,6%,-1%,-1%,0%,-6%,4,-4%
O=c1c2ccccc2nc(SCc2nc3ccccc3s2)n1CCCO,-9%,0%[46.1 µM],-13%,1%,0%,0%,6%,26%,11,6%
COc1cc(OC)cc(-n2nnnc2SCC(=O)NCc2cccs2)c1,6%,2%,-2%,0%,-2%,10%,27%,1%,9,-22%
COC(=O)c1nn(-c2ccccc2)c(Sc2ccccc2)c1/C=N/O,-2%,-3%,-7%,-3%,-1%,8%,2%,-2%,11,-2%
CC(=O)c1cccc(NC(=O)c2ccc(NC(=O)CCS(=O)(=O)c3cccs3)cc2)c1,6%,3%,2%,23%,1%,11%,?,64%[activator],-7,42%
O=C(Oc1cccc2c(OC(=O)N3CCCC3)cccc12)N1CCCC1,1%,-2%[46.1 µM],0%,-2%,-2%,1%,-1%,-3%,-5,0%
COC(=O)C1=C(N)Oc2cc(C)n(Cc3ccco3)c(=O)c2C1c1cccc(Cl)c1 (stereo not drawn),-6%,1%,6%,15%,-3%,?,14%,0%,-5,-5%
CCC(C)(C)C1CCC2(CC1)NC(=O)N(CC(=O)N(C)Cc1ccc3c(c1)OCCO3)C2=O (stereo not drawn),8%,-2%,-5%,.,1%,8%,.,.,-6,-12%
COc1ccc(OC)c(C(C)NC(=O)C23CC4CC(CC(C4)C2)C3)c1 (stereo not drawn),16%,-5%,3%,3%,0%,2%,-5%,-2%,-5,-21%
CN(CCc1ccccn1)C(=O)CCC1CCCN(C(=O)c2cccc(N(C)C)c2)C1 (stereo not drawn),1%,-5%,2%,-5%,-1%,1%,-12%,-11%,4,?
O=C(COc1ccccc1C(=O)NCC1CCCO1)Nc1ccc(Cl)cc1Cl (stereo not drawn),0%,.,-1%,1%,1%,3%,-5%,?,0,-9%
COc1ccc(-n2cc(CN(C)C(C)c3ccncn3)c(-c3cccc(F)c3)n2)cc1 (stereo not drawn),2%,4%,1%,-2%,-7%,9%,1%,2%,-17,18%
CC(C)(C)Sc1ccc([N+](=O)[O-])cc1C(=O)Nc1ccncc1,14%,4%,1%,1%,1%,-6%,.,?,6,-5%
COc1ccc(-c2csc(/C(C#N)=C\c3ccc(O)c([N+](=O)[O-])c3)n2)cc1OC,-10%,-7%,-12%,?,-8%,-4%,.,.,-72*,-2%
CC(=O)Nc1ccc(C(=O)Nc2cccc(-c3cnc4ccccc4n3)c2)cc1,1%,-6%,-4%,5%,7%,-2%,7%,3%,-16,21%
O=C(O)c1ccc(N2C(=O)CCCC2=O)cc1,-7%,-6%,1%,-11%,-1%,-3%,.,-4%,-2,-2%
